High-throughput results deposited in PubChem by Broad Institute.
Cneo AK release – Cryptococcus neoformans cell lysis inducers, primary screen, AK release luminescence, single concentration; lysis activity, % at 15 µM; C. neoformans lysis, adenylate kinase release luminescence, 4 h; normalised: neutral wells 0, clomiphene wells 100; 360,000 compounds, 0.2% hits;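 active = mean lysis activity across replicates of at least 80%, whatever share of replicates individually reach that level; inactive = mean lysis activity below 80%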
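Test system: log-phase Cryptococcus neoformans yeast cells. Input: 5 × 10^6 yeast cells/mL. Medium: fresh YPD growth medium. Doses: single dose. Incubation: static 4 h at 37 °C with compound, 1 h detection. Measured by: luminescent adenylate kinase detection reagent. Read-out: signal increase indicating cell lysis. Benchmarks: Clomiphene.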
PGC1a acetyl inh – inhibitors of PGC1a acetylation signal, primary screen, cell-based, U2OS, AlphaScreen, inhibitor mode. 350,000 compounds, 0.17% hits. inhibition, % at 15.6 µM. AlphaScreen anti-acetyl-lysine; with virally co-expressed GCN5 acetyltransferase;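 active = every replicate shows inhibition of at least 40%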;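 note: 0% = neutral control wells and 100% = positive control wells; some results beyond the cut were filed as inactive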
C2C12 statin – suppressors of statin myotoxicity in C2C12 myotubes, primary screen, cell-based, single point, plate reader; C2C12 myotubes + simvastatin, ATP luminescence, 48 h; scaled: DMSO 0, geranylgeraniol control 100; rescue of ATP level, % at 7.49 µM; 330,000 compounds, 0.78% hits;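 active = mean ATP rescue above about 67%, or every replicate alone reaching that limit, limit read from the data, passing the limit was not always enough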;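 note: myotubes were challenged with 10 µM simvastatin during compound exposure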
S100A4 MyoIIA – inhibitors of S100A4-myosin IIA peptide binding, primary screen, biochemical, fluorescence polarization, TAMRA-MyoIIA peptide; Protein S100-A4 (Homo sapiens), P26447; inhibition, % at 10.7 µM; 360,000 compounds, 0.14% hits;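 active = mean inhibition of at least 70% across replicates, with every replicate also reaching that level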
Target sequence (P26447 whole entry, looked up): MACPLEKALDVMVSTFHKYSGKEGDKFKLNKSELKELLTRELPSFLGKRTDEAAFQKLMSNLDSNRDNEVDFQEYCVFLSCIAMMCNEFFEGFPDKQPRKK
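Test system: S100A4 monomer protein; Medium: HEPES pH 7.2 with CaCl2, KCl, NaCl, DTT, Triton; Probe or stimulus: TAMRA-labelled myosin IIA heavy-chain peptide probe, 5 nM; Doses: one dose per compound; Times: polarization read 5 min after assay mix addition, stable 5–60 min; Benchmarks: neutral control DMSO, positive control TFP.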
XiGFP reactiv – activators of inactive X chromosome reactivation, primary screen, imaging, XiGFP fibroblasts, GFP high-content imaging, set 2. XiGFP mouse fibroblasts, % GFP-positive cells imaging, 3 d; cells co-treated with 5-aza-dC sensitizer; scaled so ellipticine positive control = 100%. activation, % at 7.58 µM. 360,000 compounds, 0.055% hits;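 active = mean normalized replicate activation at least 10% and every replicate at or above 10%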;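 note: 0% = median of on-plate neutral control wells and 100% = ellipticine 6 µM median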
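Material: XiGFP fibroblasts, SV40-immortalized. Buffer or medium: DMEM plus 5-aza-dC sensitizer. Compound: single concentration per compound, delivered by pin transfer. Times: 3 days compound exposure. Controls: ellipticine 6 µM.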
SIRT5 inh – SIRT5 desuccinylase inhibitors, primary screen, biochemical, fluorescence imaging, single point, set 5. NAD-dependent protein deacylase sirtuin-5, mitochondrial (Homo sapiens), Q9NXA8. Purified SirT5, succinyl-peptide AMC, trypsin-coupled fluorescence. inhibition, % at 15 µM. 330,000 compounds, 1.1% hits. AID 652115, 2013; in the data active = inhibition above about 15%
Target sequence (Q9NXA8 whole entry, looked up): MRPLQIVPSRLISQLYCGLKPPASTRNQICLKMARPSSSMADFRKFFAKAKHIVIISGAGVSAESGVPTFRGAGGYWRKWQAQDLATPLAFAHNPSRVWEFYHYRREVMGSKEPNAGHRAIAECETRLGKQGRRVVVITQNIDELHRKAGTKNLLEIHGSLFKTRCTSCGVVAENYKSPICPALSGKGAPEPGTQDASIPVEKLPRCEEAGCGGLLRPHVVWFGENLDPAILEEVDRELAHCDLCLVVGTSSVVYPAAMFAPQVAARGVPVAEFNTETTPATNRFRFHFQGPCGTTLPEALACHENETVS
ERAP1 inh – human ERAP1 aminopeptidase inhibitors, primary screen, biochemical, single point, plate reader; inhibition, % at 10.7 µM; Endoplasmic reticulum aminopeptidase 1 (Homo sapiens), Q9NZ08; recombinant ERAP1, Leu-AMC fluorescence, 60 min; 340,000 compounds, 0.15% hits;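 active = mean replicate inhibition of at least 30%, or all replicates individually reaching that 30% level; inactive = mean below 30% and not every replicate reaching it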;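 note: 0% = neutral control wells and 100% = L-leucinethiol positive control wells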
LGR2 antag – inhibitors of bursicon-induced LGR2 CRE-luciferase signal, primary screen, cell-based, HEK293, CRE-luciferase reporter, bursicon stimulation | Drosophila bursicon receptor LGR2 (rickets) | bursicon-stimulated, 4 h | inhibition, % at 9.99 µM | 380,000 compounds, 0.35% hits | AID 720647, 2013;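 active = drop in luminescence signal, shown as inhibition above about 50% in the replicate tests, limit read from the data, passing the limit was not always enough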;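 note: agonist challenge used bursicon conditioned medium at about half maximal strength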
* hit, by the source's call. This is a subset (hit frequency here may not be typical).

What do the screens show for `CC(C)c1c(C(=O)N/N=C/c2cccc(OCc3ccccc3)c2)nnn1-c1nonc1N`?
Cneo AK release: -2; PGC1a acetyl inh: 4; C2C12 statin: 11; S100A4 MyoIIA: -4; XiGFP reactiv: 0.0; SIRT5 inh: -1; ERAP1 inh: -4; LGR2 antag: 13

Results for C[C@H](CO)N1C[C@H](C)[C@H](CN(C)S(C)(=O)=O)Oc2ccc(NC(=O)C3CC3)cc2CC1=O ?
Cneo AK release: -2; C2C12 statin: -9; S100A4 MyoIIA: -8; XiGFP reactiv: 0.2; SIRT5 inh: 2; ERAP1 inh: -3; LGR2 antag: -7

What do the screens show for `CC(=O)c1cccc(NC(=O)c2cc(-c3ccco3)nc3ccccc23)c1`?
Cneo AK release: 0; PGC1a acetyl inh: -17; C2C12 statin: -12; S100A4 MyoIIA: -2; XiGFP reactiv: 0.4; SIRT5 inh: -4; ERAP1 inh: -1; LGR2 antag: 12

Results for Cc1ccc(CN2C(=O)c3ccccc3Sc3ccc(C(=O)NCCCN4CCOCC4)cc32)cc1 ?
Cneo AK release: 15; PGC1a acetyl inh: -5; C2C12 statin: -13; S100A4 MyoIIA: -3; XiGFP reactiv: 0.0; SIRT5 inh: -2; ERAP1 inh: -1; LGR2 antag: 18

Results for COc1ccc(Br)cc1CN1CCN(C(=O)c2ccco2)CC1 ?
Cneo AK release: 1; PGC1a acetyl inh: 3; C2C12 statin: 5; S100A4 MyoIIA: 0; XiGFP reactiv: 0.0; SIRT5 inh: -2; ERAP1 inh: 0; LGR2 antag: 17

Results for COC(=O)c1ccc(C(=O)N2CCCC(CNC(=O)c3ccc(F)cc3)C2)cc1 (centres undefined) ?
Cneo AK release: -5; PGC1a acetyl inh: -16; C2C12 statin: -1; S100A4 MyoIIA: 2; XiGFP reactiv: 0.1; SIRT5 inh: -13; ERAP1 inh: -2; LGR2 antag: -1

Results for COc1cccc(C2NC(=S)N(Cc3ccccc3)C(C)=C2C(C)=O)c1 (centres undefined) ?
S100A4 MyoIIA: 1; XiGFP reactiv: 0.1; SIRT5 inh: 0; ERAP1 inh: 1; LGR2 antag: 10

How did COc1cccc(/C=N/NC(=O)c2oc3nc(-c4ccccc4)cc(-c4ccco4)c3c2N)c1 do in these assays?
Cneo AK release: 0; PGC1a acetyl inh: -6; S100A4 MyoIIA: -7; XiGFP reactiv: 0.0; SIRT5 inh: -6; ERAP1 inh: 3; LGR2 antag: 3

What do the screens show for `CCn1c(NC(=O)c2ccccc2F)c(-c2cccs2)c(=O)c2ccccc21`?
PGC1a acetyl inh: 1; S100A4 MyoIIA: 1; XiGFP reactiv: 0.2; SIRT5 inh: 1; ERAP1 inh: -1

Results for CCOC(=O)n1c(=O)n(C)c2ccc(Br)cc21 ?
Cneo AK release: 4; PGC1a acetyl inh: 3; C2C12 statin: 0; S100A4 MyoIIA: 1; XiGFP reactiv: 0.0; SIRT5 inh: -5; ERAP1 inh: -10

How did CC12CCC(=O)N1C(C(=O)N1CCN(c3cccc(Cl)c3)CC1)CS2 (centres undefined) do in these assays?
Cneo AK release: -2; PGC1a acetyl inh: -5; C2C12 statin: 1; S100A4 MyoIIA: 2; XiGFP reactiv: -0.1; SIRT5 inh: 5; ERAP1 inh: 0; LGR2 antag: 13

What do the screens show for `COc1ccccc1C1CCCN1Cc1nc(-c2cc3c(cc2Cl)OCO3)oc1C` (centres undefined)?
C2C12 statin: -3; S100A4 MyoIIA: 1; XiGFP reactiv: -0.3; SIRT5 inh: 2; ERAP1 inh: 0; LGR2 antag: -14

Results for COC(=O)c1ccccc1NC(=O)c1ccc2c(c1)CC(C)O2 (centres undefined) ?
Cneo AK release: -2; C2C12 statin: 14; S100A4 MyoIIA: -6; XiGFP reactiv: 0.1; SIRT5 inh: -4; ERAP1 inh: 1; LGR2 antag: -11

What do the screens show for `CSCCC1NC(=O)N(C(C)C(=O)Nc2cc(Cl)cc(Cl)c2)C1=O` (centres undefined)?
Cneo AK release: 3; PGC1a acetyl inh: -7; C2C12 statin: 10; S100A4 MyoIIA: -5; XiGFP reactiv: -0.1; SIRT5 inh: 1; ERAP1 inh: 1; LGR2 antag: -4

Results for CO[C@@H]1CN(C)C(=O)c2ccc(NC(=O)c3ccccc3F)cc2OC[C@H](C)N(CC2CC2)C[C@H]1C ?
Cneo AK release: -3; PGC1a acetyl inh: -10; C2C12 statin: 3; S100A4 MyoIIA: 11; XiGFP reactiv: 0.3; SIRT5 inh: -3; ERAP1 inh: -4; LGR2 antag: 11

How did Cc1ccc(NC(=O)CSCC(=O)NNC(=O)c2ccoc2C)cc1 do in these assays?
Cneo AK release: -1; PGC1a acetyl inh: 4; C2C12 statin: 11; S100A4 MyoIIA: -2; XiGFP reactiv: 0.0; SIRT5 inh: -2; ERAP1 inh: 4; LGR2 antag: -4

How did O=C(CCN1C(=O)[C@@H]2Cc3ccccc3CN2C1=O)NCc1ccccc1 do in these assays?
Cneo AK release: 13; C2C12 statin: -11; S100A4 MyoIIA: -2; XiGFP reactiv: 0.4; SIRT5 inh: -3; ERAP1 inh: 0; LGR2 antag: -4

Results for C[C@@H]1CN([C@H](C)CO)S(=O)(=O)c2ccc(C#Cc3ccncc3)cc2O[C@@H]1CN(C)C(=O)c1ccncc1 ?
Cneo AK release: 1; PGC1a acetyl inh: -14; C2C12 statin: -1; S100A4 MyoIIA: -2; XiGFP reactiv: -0.5; SIRT5 inh: -4; ERAP1 inh: 2; LGR2 antag: 7

Results for C[C@H]1CN([C@@H](C)CO)C(=O)c2cccc(NS(C)(=O)=O)c2O[C@@H]1CN(C)Cc1ccc(C(F)(F)F)cc1 ?
Cneo AK release: 5; PGC1a acetyl inh: 2; C2C12 statin: -9; S100A4 MyoIIA: -1; XiGFP reactiv: 0.1; SIRT5 inh: 6; ERAP1 inh: 2; LGR2 antag: -1

What do the screens show for `C/C(=N\Nc1ccc(Cl)cc1)c1ccncc1`?
Cneo AK release: 1; PGC1a acetyl inh: -1; C2C12 statin: -3; S100A4 MyoIIA: 4; XiGFP reactiv: 0.0; SIRT5 inh: 1; ERAP1 inh: 4; LGR2 antag: -16

What do the screens show for `COc1cc(C(=O)NC(=S)NNC(=O)c2cnccn2)cc(OC)c1OC`?
Cneo AK release: -4; PGC1a acetyl inh: 1; XiGFP reactiv: 0.0; LGR2 antag: 20

What do the screens show for `Cc1ccc(S(=O)(=O)N2CCCN(Cc3nc4ccccc4c(=O)[nH]3)CC2)cc1`?
S100A4 MyoIIA: 2; XiGFP reactiv: 0.0; SIRT5 inh: 0; ERAP1 inh: 2; LGR2 antag: 8

How did COc1ccc(N2CCN(S(=O)(=O)c3ccc(-c4cc(C)no4)s3)CC2)cc1 do in these assays?
Cneo AK release: -1; PGC1a acetyl inh: -2; C2C12 statin: 22; S100A4 MyoIIA: -5; XiGFP reactiv: 0.1; SIRT5 inh: 3; ERAP1 inh: 0; LGR2 antag: -6

Results for CCOC(=O)c1nc(-c2ccc(OC)c(OC)c2)no1 ?
PGC1a acetyl inh: 8; S100A4 MyoIIA: 1; XiGFP reactiv: -0.1; SIRT5 inh: -1; ERAP1 inh: -1; LGR2 antag: -7

What do the screens show for `CC1=C(C(=O)N(C)C)CC(CC(=O)NCc2cccs2)C(=O)N1CCCN1CCCC1=O` (centres undefined)?
Cneo AK release: 1; C2C12 statin: 6; S100A4 MyoIIA: -11; XiGFP reactiv: -0.1; ERAP1 inh: 1; LGR2 antag: -5

Results for CCCC12CN3CC(C)(CN(C1)C3c1ccco1)C2=O (centres undefined) ?
S100A4 MyoIIA: 8; XiGFP reactiv: 0.0; SIRT5 inh: -7; ERAP1 inh: -4

What do the screens show for `CN1CCC(=NNC(=O)CN(c2ccccc2)S(=O)(=O)c2ccccc2)CC1`?
Cneo AK release: 3; PGC1a acetyl inh: 1; C2C12 statin: -2; S100A4 MyoIIA: -1; XiGFP reactiv: 0.0; SIRT5 inh: 2; ERAP1 inh: 2; LGR2 antag: 8

How did C[C@@H](OC(=O)N1CCCCC1)[C@H]1O[C@]2(C)CCCC[C@H]1O2 do in these assays?
Cneo AK release: 0; PGC1a acetyl inh: -8; C2C12 statin: -6; S100A4 MyoIIA: -11; XiGFP reactiv: 0.1; SIRT5 inh: -4; ERAP1 inh: -1; LGR2 antag: -2

How did C[C@@H]1CN([C@H](C)CO)C(=O)c2cc(NC(=O)Nc3ccc4c(c3)OCO4)ccc2O[C@@H](C)CCCCO[C@@H]1CN(C)Cc1ccccc1 do in these assays?
Cneo AK release: 0; PGC1a acetyl inh: 7; C2C12 statin: -54; S100A4 MyoIIA: -10; XiGFP reactiv: -0.1; SIRT5 inh: 3; ERAP1 inh: 0; LGR2 antag: 12

How did COc1ccc(NC(=O)N[C@@H]2CC[C@H](CC(=O)NC3CCCCC3)O[C@@H]2CO)cc1 do in these assays?
Cneo AK release: 43; PGC1a acetyl inh: 7; C2C12 statin: 6; S100A4 MyoIIA: 29; XiGFP reactiv: 0.1; SIRT5 inh: 0; ERAP1 inh: -5; LGR2 antag: 0

Results for O=c1oc2ccccc2cc1-c1nc2ccccc2o1 ?
Cneo AK release: -1; PGC1a acetyl inh: -5; C2C12 statin: 5; S100A4 MyoIIA: 3; SIRT5 inh: -87; ERAP1 inh: -4; LGR2 antag: 9

What do the screens show for `N#C[C@@H]1[C@H](c2ccc(-c3cncnc3)cc2)[C@H](CO)N1C(=O)C1CCC1`?
Cneo AK release: -1; PGC1a acetyl inh: -7; C2C12 statin: 18; S100A4 MyoIIA: -8; XiGFP reactiv: 0.3; SIRT5 inh: 2; ERAP1 inh: 3; LGR2 antag: 9

How did N#Cc1cccc(C(=O)OCC(=O)NC(=O)NC2CCCCC2)c1 do in these assays?
Cneo AK release: 2; C2C12 statin: -4; S100A4 MyoIIA: -3; XiGFP reactiv: -0.1; SIRT5 inh: -4; ERAP1 inh: -1; LGR2 antag: 1

What do the screens show for `N#CC(OC(=O)c1ccccc1)c1cccc([N+](=O)[O-])c1` (centres undefined)?
Cneo AK release: -1; PGC1a acetyl inh: 4; C2C12 statin: -2; S100A4 MyoIIA: 7; XiGFP reactiv: 0.1; SIRT5 inh: -1; ERAP1 inh: -2; LGR2 antag: -13

Quoted at random: 2 records from the list, in no set order.
How did C[C@@H]1CN([C@H](C)CO)C(=O)c2cc(NC(=O)Nc3ccc4c(c3)OCO4)ccc2O[C@@H](C)CCCCO[C@@H]1CN(C)Cc1ccccc1 do in these assays?
Cneo AK release: 0; PGC1a acetyl inh: 7; C2C12 statin: -54; S100A4 MyoIIA: -10; XiGFP reactiv: -0.1; SIRT5 inh: 3; ERAP1 inh: 0; LGR2 antag: 12

Results for CCCC12CN3CC(C)(CN(C1)C3c1ccco1)C2=O (centres undefined) ?
S100A4 MyoIIA: 8; XiGFP reactiv: 0.0; SIRT5 inh: -7; ERAP1 inh: -4
